CHX counter: counter-screen for Shiga toxin inhibitors: cycloheximide protein synthesis inhibition. AID 2314. hit rate 12% among 300,000. max response, %. cell reporter, cycloheximide protein synthesis inhibition counterscreen; in the data active means max response mostly above about 13%, no sharp cut-off; inactive means mostly below about 14%; further: read at 38.3 µM for the half of the compounds with a filed dose; 0% is about no effect
Pf growth 96h: inhibits malaria parasite growth, 96 h; P. falciparum luciferase reporter growth, 96 h; Potency, µM (titrated, usually from 28.7 µM), for the others: at the highest dose activity change, negative = inhibition, actives largely listed as inhibitors; hit rate 6.9% among 320,000; AID 504834; further: potency means the concentration at half of the fitted maximal effect; on the % scale 0 is the no-effect control and ±100 the full control effect
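96 h incubation, 37 C, 5% CO2, of luciferase-reporter P. falciparum-infected RBCs (2% hematocrit, 0.05% parasitemia final) with test compounds; endpoint luminescence.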
Shiga toxin inh: inhibitors of Shiga toxin in Vero cells. Vero cells, Shiga toxin protein synthesis inhibition reporter. inhibition, % at 38.7 µM. hit rate 9.2% among 290,000; in the data active means inhibition mostly above about 28%, no sharp cut-off; inactive means mostly below about 43%; further: 0% is about no effect
Pf growth 48h: P. falciparum growth inhibition at 48 hours (one generation); AID 504832; hit rate 5.9% among 310,000; Potency, µM (highest dose often 28.7 µM), without a hit: top-dose activity change, negative = inhibition, most hits filed as inhibitors; P. falciparum luciferase growth in erythrocytes, 48 h; further: potency means the concentration at half of the fitted maximal effect; on the % scale 0 is the no-effect control and ±100 the full control effect
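Here the parasites carry a stable luciferase gene and grow inside erythrocytes in Albumax-based RPMI medium with compound for one erythrocytic cycle. Activity is scored as loss of luminescent signal.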
LmPK inh: inhibitors of Leishmania mexicana pyruvate kinase; Q27686; purified LmPK, Kinase-Glo ATP luminescence, 1 h; Potency, µM (highest dose often 57.5 µM), for the others: at the highest dose activity change, negative = inhibition, usual class: inhibitors; hit rate 0.37% among 290,000; further: potency means the concentration at half of the fitted maximal effect; on the % scale 0 is the no-effect control and ±100 the full control effect
Target sequence (Q27686 whole entry, looked up): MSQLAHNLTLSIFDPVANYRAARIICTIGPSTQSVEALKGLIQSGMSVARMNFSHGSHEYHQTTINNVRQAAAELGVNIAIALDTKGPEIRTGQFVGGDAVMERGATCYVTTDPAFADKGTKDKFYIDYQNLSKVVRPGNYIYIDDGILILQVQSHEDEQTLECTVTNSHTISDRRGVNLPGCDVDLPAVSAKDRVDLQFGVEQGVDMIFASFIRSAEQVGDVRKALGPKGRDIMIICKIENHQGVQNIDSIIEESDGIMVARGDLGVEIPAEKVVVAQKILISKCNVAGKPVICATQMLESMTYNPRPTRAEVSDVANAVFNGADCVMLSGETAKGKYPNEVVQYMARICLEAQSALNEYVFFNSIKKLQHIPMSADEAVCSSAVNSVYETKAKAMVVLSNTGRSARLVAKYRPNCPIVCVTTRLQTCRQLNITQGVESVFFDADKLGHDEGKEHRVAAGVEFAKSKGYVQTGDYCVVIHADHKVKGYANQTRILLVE
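Kinase-Glo luminescence read after 1 h RT reaction of 0.1 nM LmPK with 0.5 mM PEP and 0.1 mM ADP. Activity scaled between uninhibited and enzyme-free controls.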
TbPYK inhibitor: inhibitors of Trypanosoma brucei pyruvate kinase; TbPYK enzyme, Kinase-Glo Plus ATP luminescence, 45 min; hit rate 0.12% among 410,000; Potency, µM (titrated, usually from 76.8 µM), for inactives: at the top dose activity, negative = inhibition, usual class: inhibitors; further: potency means the concentration at half of the fitted maximal effect; on the % scale 0 is the no-effect control and ±100 the full control effect; nearly all actives have a fitted effect of over 50% in size
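Luminescent Kinase-Glo Plus end-point after 45 min room-temperature reaction of T. brucei pyruvate kinase started with 130 uM ADP (final). Buffer TEA 50 mM pH 7.2 with KCl, MgCl2, BSA, Tween-20; titration-based qHTS with fitted concentration-effect curves.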
AmpC inh no detg: inhibitors of E. coli AmpC beta-lactamase without detergent; P00811; AmpC nitrocefin hydrolysis, absorbance 480 nm, 0.0001% Triton; Potency, µM (highest dose often 57.1 µM), for the others: at the highest dose activity change, negative = inhibition, usual class: inhibitors; hit rate 0.52% among 330,000;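 further: potency means the concentration at half of the fitted maximal effect; plate controls were no compound for no effect and no enzyme for full effect; nearly all actives have a fitted effect of over 20% in size; some results filed as inactive show a strong effect at the top dose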
Target sequence (P00811 whole entry, looked up): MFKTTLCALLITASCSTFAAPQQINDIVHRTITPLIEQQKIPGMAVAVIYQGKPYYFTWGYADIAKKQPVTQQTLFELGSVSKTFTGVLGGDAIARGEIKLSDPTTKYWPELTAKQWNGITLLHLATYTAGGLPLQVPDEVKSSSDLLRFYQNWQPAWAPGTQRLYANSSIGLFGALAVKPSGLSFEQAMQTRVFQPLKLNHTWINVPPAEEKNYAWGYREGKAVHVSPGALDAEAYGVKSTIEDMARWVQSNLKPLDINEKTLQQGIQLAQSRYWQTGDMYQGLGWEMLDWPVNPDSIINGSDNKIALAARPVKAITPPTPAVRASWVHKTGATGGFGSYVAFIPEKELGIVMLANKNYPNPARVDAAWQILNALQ
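20 mM phosphate pH 7.0 + 0.01% (detergent screen) or 0.0001% Triton X-100; 5.3 nM AmpC reagent; cpd preinc 15 min RT; nitrocefin (800 uM stock) to start; A480 q20 s × 4 min; Activity was normalised to no-enzyme and no-compound control wells.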
Numbers without * were called inactive; ? = inconclusive; / = no result given; [ ] = dose if it differs, or a comment. Unless noted, the call rests on the fitted dose curve; in most records, active means well fitted curve in the direction sought with a large enough effect; inconclusive means small, poorly fitted or top-dose-only effect, or another doubt; inactive means no such curve, though single readings can be large; an effect the other way counts as inactive or inconclusive.

SMILES | CHX counter | Pf growth 96h | Shiga toxin inh | Pf growth 48h | LmPK inh | TbPYK inhibitor | AmpC inh no detg
O=C(COc1ccc2ccccc2c1)NNC(=O)C(=O)Nc1ccccc1 | -3 | -13% | 25 | 22% | -4% | 0% | -32%
COc1ccccc1N1CCN(c2ccc(Cl)nn2)CC1 | 6 | 11% | 32 | 0% | -1% | 1% | -1%
CN(C)C(=O)c1c(NC(=O)c2ccco2)sc2c1CCCCC2 | 16* | -18% | 29 | 8% | 0% | 2% | -4%
Oc1ccc2[nH]cnc2c1CN1CCCCC1 | -3 | ? | -8 | ? | 5% | -4% | -16%
CCCCCCOC(=O)c1ccccc1NC(=O)/C=C/C(=O)O | 51* | -20% | 117* | -7% | -1% | 4% | -28%
Cc1ccc(C(=O)NCCCNC(=O)COc2ccc(Cl)c(C)c2)cn1 | / | 13% | / | ? | / | 6% | 35%
O=C(NC1CC1)C1CSC(c2cccnc2)=N1 (stereo not drawn) | 2 | / | 31 | 16% | -6% | -5% | -5%
Cc1cc(NS(=O)(=O)c2ccc(NC(=O)c3cnc4scc(C)n4c3=O)cc2)nc(C)n1 | 3 | 105%[activator] | -8 | -3% | -2% | -1% | -22%
O=C(C1CCC(=O)N1C1CCCC1)N1CCC2(CC1)OCCO2 (stereo not drawn) | -3 | ? | -10 | -11% | 1% | -1% | -7%
NC(=S)Nc1ccc2c(c1)OCO2 | 0 | -1% | 4 | 5% | -6% | -5% | -13%
COc1ccccc1S(=O)(=O)c1c(C)cc(C)[nH]c1=O | -6 | ? | -3 | 2% | 5% | -2% | -14%
COc1ccc(C(=O)N(C)c2c(C)n(C)n(-c3ccccc3)c2=O)cc1OC | 8 | -6% | -7 | 51%[activator] | -4% | -1% | 2%
COc1ccc2cc(C(c3nnnn3Cc3ccccc3)N3CCCCCC3)c(=O)[nH]c2c1 (stereo not drawn) | -2 | ? | 26 | ? | 1% | -2% | 6%
Cc1ccn2cc(-c3nonc3C)cc2c1 | 12* | 4% | 16 | 68%[activator] | ? | -5% | -28%
O=C(CSc1nn(-c2ccccc2)c(=S)s1)NC1CCS(=O)(=O)C1 (stereo not drawn) | -2 | 16% | -8 | 9% | -1% | -8% | -10%

Not a retest: 14 of the compounds above.
SMILES | CHX counter | Pf growth 96h | Shiga toxin inh | Pf growth 48h | LmPK inh | TbPYK inhibitor | AmpC inh no detg
COc1ccccc1N1CCN(c2ccc(Cl)nn2)CC1 | 6 | 11% | 32 | 0% | -1% | 1% | -1%
CN(C)C(=O)c1c(NC(=O)c2ccco2)sc2c1CCCCC2 | 16* | -18% | 29 | 8% | 0% | 2% | -4%
Oc1ccc2[nH]cnc2c1CN1CCCCC1 | -3 | ? | -8 | ? | 5% | -4% | -16%
CCCCCCOC(=O)c1ccccc1NC(=O)/C=C/C(=O)O | 51* | -20% | 117* | -7% | -1% | 4% | -28%
Cc1ccc(C(=O)NCCCNC(=O)COc2ccc(Cl)c(C)c2)cn1 | / | 13% | / | ? | / | 6% | 35%
O=C(NC1CC1)C1CSC(c2cccnc2)=N1 (stereo not drawn) | 2 | / | 31 | 16% | -6% | -5% | -5%
Cc1cc(NS(=O)(=O)c2ccc(NC(=O)c3cnc4scc(C)n4c3=O)cc2)nc(C)n1 | 3 | 105%[activator] | -8 | -3% | -2% | -1% | -22%
O=C(C1CCC(=O)N1C1CCCC1)N1CCC2(CC1)OCCO2 (stereo not drawn) | -3 | ? | -10 | -11% | 1% | -1% | -7%
NC(=S)Nc1ccc2c(c1)OCO2 | 0 | -1% | 4 | 5% | -6% | -5% | -13%
COc1ccccc1S(=O)(=O)c1c(C)cc(C)[nH]c1=O | -6 | ? | -3 | 2% | 5% | -2% | -14%
COc1ccc(C(=O)N(C)c2c(C)n(C)n(-c3ccccc3)c2=O)cc1OC | 8 | -6% | -7 | 51%[activator] | -4% | -1% | 2%
COc1ccc2cc(C(c3nnnn3Cc3ccccc3)N3CCCCCC3)c(=O)[nH]c2c1 (stereo not drawn) | -2 | ? | 26 | ? | 1% | -2% | 6%
Cc1ccn2cc(-c3nonc3C)cc2c1 | 12* | 4% | 16 | 68%[activator] | ? | -5% | -28%
O=C(CSc1nn(-c2ccccc2)c(=S)s1)NC1CCS(=O)(=O)C1 (stereo not drawn) | -2 | 16% | -8 | 9% | -1% | -8% | -10%

The list goes on:
SMILES | CHX counter | Pf growth 96h | Shiga toxin inh | Pf growth 48h | LmPK inh | TbPYK inhibitor | AmpC inh no detg
CN1CCN(/N=C/c2c3ccccc3c(Cl)c3ccccc23)CC1 | 3 | -12% | -8 | -12% | 3% | 6% | 127%[activator]
Nc1nccnc1C(=O)OCC(=O)NCCc1ccc(Cl)cc1 | / | 47%[activator] | / | 39%[activator] | / | 2% | -12%
O=C(NCc1nnc2c(C(F)(F)F)cc(Cl)cn12)c1ccc2c(c1)OCO2 | -3 | 4% | 7 | 3% | 4% | 9% | 22%
O=C(Nc1ccccc1)OCCOc1ccccc1Br | 35* | ? | 28* | 49% | 0% | 0% | -28%
COc1ccc(-c2nc3ccccc3s2)cc1NC(=O)COc1cccc(C)c1 | 54* | / | 71* | / | / | 1% | /
CCN(C(=O)COC(=O)c1c(-c2ccccc2)noc1C)C1CCS(=O)(=O)C1 (stereo not drawn) | 7 | ? | 6 | 5% | -2% | 0% | 0%
CC(Sc1nc2ccccc2s1)C(=O)Nc1nnc(C(C)C)s1 (stereo not drawn) | 4 | 16% | 13 | 25% | 2% | 8% | 0%
CCN(C(=O)c1cnc(NC(C)C)cc1C(F)(F)F)c1ccc(Cl)cc1Cl | -1 | 12µM* | -6 | 2.9µM* | 2% | -5% | 55%
Cc1cc(NC(=O)CCc2ccc(-c3ccccc3)o2)no1 | 8 | 0% | -4 | ? | -8% | -2% | -40%
O=C(Cc1nnc(NC(=O)c2ccccc2)s1)N/N=C/c1ccco1 | -1 | 17% | -16 | 29% | -2% | 0% | -13%
CC1=C(C(=O)NC2CCC(C)CC2)C2(CCC(C)CC2)OC1=O (stereo not drawn) | -2 | 6% | -9 | ? | 3% | 4% | -157%
O=C(NCCCN1CCCC1)c1cccc(N2CCCC2=O)c1 | -3 | ? | -5 | -19% | 6% | 1% | 100%[activator]
CCCCN(C(=O)CSc1nnc(Nc2ccc(C)c(C)c2)s1)c1c(N)n(Cc2ccccc2)c(=O)[nH]c1=O | -3 | / | -12 | -26% | 7% | 0% | ?
CCC/C(O)=C1\C(=O)CC(c2ccccc2)CC1=NC (stereo not drawn) | 2 | ? | -18 | -4% | 0% | 2% | /
CCc1noc(C)c1C(=O)N1CCN(c2cccc(C)c2C)CC1 | / | 4% | / | ? | / | -3% | 42%
O=C(NC(=S)Nc1ccccc1[N+](=O)[O-])c1ccco1 | 22* | ? | 63 | 33%[activator] | 0% | 7% | -14%
Cc1cc(C)c2c(N)c(C(=O)c3ccccc3)oc2n1 | 1 | 2.3µM* | -6 | 16% | 1% | 3% | /
Cc1ccc(OCC(=O)NNC(=O)CSc2ncc(C#N)c(N)n2)cc1 | -3 | 23% | -13 | 13% | 3% | -2% | 1%
CC(=O)N1c2ccc(Cl)cc2C2C=CCC2C1c1cccc2ccccc12 (stereo not drawn) | 0 | 9% | 12 | 13µM* | 7% | -8% | 24%
COC(=O)C(C(=O)OC)=C(/C=C/C=C/N(C)C)N(C)C | 10 | 16% | 15 | 16% | -4% | 8% | -2%
O=C(COc1cccnc1[N+](=O)[O-])Nc1ccc(S(=O)(=O)N2CCOCC2)cc1 | -2 | ? | -6 | 5% | 2% | 3% | 0%
CCCCn1c(SCC(=O)Nc2nnc(CC)s2)nc2c1c(=O)n(C)c(=O)n2C | -2 | / | 9 | -2% | 3% | 1% | -12%
CSc1sc(C)cc1C1C(C#N)=C(N)N(c2cccnc2)C2=C1C(=O)CC(C)(C)C2 (stereo not drawn) | -4 | 18% | -16 | ? | 1% | -13% | 36%
CCC1(c2ccc(Cl)cc2)NC(=S)N(c2ccc(C)c(C)c2)N1 (stereo not drawn) | -3 | -13% | 11 | -8% | -5% | -25% | -59%
Brc1ccc(CNCC2CCCO2)cc1 (stereo not drawn) | 5 | 150%[activator] | 19 | -13% | -3% | 2% | -9%
Cc1c(NC(=O)C(C)n2cc([N+](=O)[O-])cn2)c(=O)n(-c2ccccc2)n1C (stereo not drawn) | 11 | -4% | 20 | ? | -2% | 2% | -18%
O=C(Nc1ccc(S(=O)(=O)N2CCOCC2)cc1)c1ccc([N+](=O)[O-])o1 | 19* | ? | 61* | 10µM* | -1% | -3% | -5%
Cc1cccc(OP(=O)(NCc2ccccc2)Oc2cccc(C)c2)c1 | -3 | ? | 8 | ? | 1% | 2% | 1%
Cc1ccc(C(=O)NCCN2CCOCC2)cc1Cl | 16 | / | 16 | 28% | 4% | -4% | -1%
COc1ccc(C)cc1NC(=O)CN1CCN(S(=O)(=O)c2ccc(Cl)cc2)CC1 | -1 | ? | -8 | 12µM* | 1% | -2% | -3%
C=CCNc1nnc(-c2ccncc2)s1 | 1 | 32%[activator] | 13 | 47%[activator] | -5% | -5% | -10%
CCN(CC)CCn1c2c(c(SCC(=O)Nc3ccccc3Cl)nc1=O)CCC2 | / | ? | / | -19% | / | -5% | 0%
CCc1ccc(OCC(=O)NC(NC(=S)Nc2ccccc2C)C(Cl)(Cl)Cl)cc1 (stereo not drawn) | -5 | ? | -6 | ? | 7% | 1% | -45%
CCCC(C(=O)NC1CCCC1)N(C(=O)Cn1nnc(-c2ccc(C)o2)n1)C1CCCC1 (stereo not drawn) | -2 | / | -13 | / | 3% | -25% | 31%
COc1ccccc1-n1c(CNC(=O)c2cccs2)n[nH]c1=S | 0 | ? | -3 | 12% | ? | ? | -17%
CCCc1cc(=O)[nH]c(SCC(=O)CSc2nc(CCC)cc(=O)[nH]2)n1 | -3 | -20% | 19 | 5% | 2% | -7% | -19%
O=C(O)c1ccc2c(c1)C(=O)N(CCCCCCCN1C(=O)c3ccc(C(=O)O)cc3C1=O)C2=O | -1 | 272%[activator] | / | -2% | 8% | 4% | -18%
CCN1CCN(c2ccc(N3CCN(C(=O)c4ccc(Br)o4)CC3)nn2)CC1 | / | -26% | / | -10% | / | -11% | -15%
CC(=O)Nc1ccc(SCC(=O)N(CCC#N)c2cc(C)cc(C)c2)cc1 | -5 | ? | -6 | / | 3% | -7% | 32%
Cc1nn(C)c(C)c1NC(=O)CCSc1nc(-c2ccco2)cc(C(F)(F)F)n1 | -1 | / | -11 | -27% | 2% | -4% | 132%[activator]
COc1ccc(/C=N/NC(N)=S)cc1OC(=O)c1cccc2ccccc12 | 23* | ? | 56* | ? | -1% | -2% | -38%

From PubChem
